TexasRed fluor: Texas Red fluorescence interference in TRb-SRC2 counter-screen; TRb/SRC2 Texas Red total fluorescence interference; Potency, µM (titrated, usually from 106 µM), for the others: at the highest dose fluorescence change, negative = quenching; 280,000 compounds, 0.29% hits; active = well fitted curve in either direction with a large enough effect; inconclusive = small, poorly fitted or top-dose-only effect
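Human TRb ligand-binding domain at 0.6 uM with 20 nM Texas Red SRC2 peptide in Tris buffer containing 1 uM T3 and 5% DMSO, incubated with compound 5 h at ambient temperature. Total fluorescence (555/632 nm) calculated as parallel + 2 × perpendicular.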
aGal spleen mod: inhibits or activates alpha-galactosidase in human spleen homogenate; P06280; 240,000 compounds, 0.008% hits; human spleen homogenate, 4MU-alpha-Gal fluorescence, 40 min; Potency, µM (doses to about 80 µM), for inactives: top-dose activity change, negative = inhibition, most hits filed as inhibitors;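 also: 0% = enzyme with vehicle and -100% = no enzyme basal signal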
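qHTS titration in buffer at pH 5.0. Alpha-galactosidase activity in spleen homogenate was measured via 4-methylumbelliferone release from 1 mM fluorogenic substrate after 40 min at 37C and a pH 10 stop. AC50 came from Hill fits of control-normalized data.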
TRb-SRC2 inh: TRbeta-SRC2 interaction inhibition; P10828; TRbeta-SRC2 peptide binding, fluorescence polarization; receptor liganded with 1 µM T3; Potency, µM (titrated, usually from 106 µM), for inactives: top-dose activity change, negative = inhibition, usual class: inhibitors; 280,000 compounds, 0.065% hits;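 also: plate controls were bound peptide for no effect and peptide without receptor for full effect; nearly all actives have a fitted effect of over 50% in size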
Target sequence (P10828 whole entry, looked up): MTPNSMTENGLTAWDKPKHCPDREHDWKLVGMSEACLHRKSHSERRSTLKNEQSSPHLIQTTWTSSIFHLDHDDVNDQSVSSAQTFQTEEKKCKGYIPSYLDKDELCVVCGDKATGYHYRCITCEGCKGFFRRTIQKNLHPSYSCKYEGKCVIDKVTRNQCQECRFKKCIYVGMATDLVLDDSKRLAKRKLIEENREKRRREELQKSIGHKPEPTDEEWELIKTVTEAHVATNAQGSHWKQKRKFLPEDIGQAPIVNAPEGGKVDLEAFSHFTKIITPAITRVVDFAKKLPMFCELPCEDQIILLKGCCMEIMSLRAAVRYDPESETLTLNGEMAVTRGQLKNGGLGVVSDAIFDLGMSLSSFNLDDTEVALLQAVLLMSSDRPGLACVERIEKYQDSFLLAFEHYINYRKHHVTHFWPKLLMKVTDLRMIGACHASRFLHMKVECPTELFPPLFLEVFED
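Each compound concentration gave % activity, normalized to unbound and bound Texas Red SRC2 controls, from polarization read after 5 hr ambient incubation with T3-loaded human TRb LBD.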
Tau fibril ThT: inhibitors of human tau fibril formation, thioflavin T binding. P10636. recombinant tau K18 P301L, heparin-induced fibrillization, ThT fluorescence. Potency, µM (titrated, usually from 57.4 µM), for inactives: at the highest dose activity, negative = inhibition, actives largely listed as inhibitors. 270,000 compounds, 2.1% hits; also: nearly all actives have a fitted effect of over 55% in size
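In this qHTS, human K18 P301L tau is incubated with compound and heparin for 6 hr at 37 C, and Thioflavin T fluorescence then reports fibril load.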
Tau fluor counter: counter-screen for tau fibril formation inhibitors | 280,000 compounds, 0.93% hits | Potency, µM (doses to about 57.7 µM), without a hit: at the highest dose activity change, negative = decrease | tau K18 P301L (four-repeat tau fragment) Alexa594 fluorescence, heparin fibrillization; also: nearly all actives have a fitted effect of over 55% in size
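Human K18 P301L tau (15 uM unlabeled plus 0.24 uM Alexa 594-labeled, final) in 100 mM sodium acetate pH 7 was mixed with compound and 20 uM heparin and incubated 6 hr at 37 C.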
L3MBTL1 block: L3MBTL1 (human) inhibition. AlphaScreen L3MBTL1–H3K9me1 peptide binding. Potency, µM (titrated, usually from 57.1 µM), inactives show top-dose activity, negative = inhibition, hits mostly inhibitors. 230,000 compounds, 0.66% hits. Q9Y468. AID 485360; also: nearly all actives have a fitted effect of over 60% in size
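AlphaScreen proximity signal between nickel-chelate acceptor and streptavidin donor beads (final 10 ug/mL) reports binding of 50 nM L3MBTL1 to 75 nM biotin-H3 K9me1 peptide; complex incubated with compounds 30 min at room temperature; cefsulodin titration as control.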
ALDH1A1 block: inhibitors of human aldehyde dehydrogenase 1A1; Purified ALDH1A1, NADH fluorescence, propionaldehyde substrate; AID 1030; 220,000 compounds, 7.3% hits; P00352; Potency, µM (top dose mostly 75.3 µM), inactives show at the highest dose activity, negative = inhibition, actives largely listed as inhibitors; active = well fitted inhibition curve with a large enough effect, not every such curve was filed as active; inconclusive = small, poorly fitted or top-dose-only effect, or another doubt; inactive = no such curve, though single readings can be large or run the other way;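 also: plate controls were no enzyme wells and a reference inhibitor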
Target sequence (P00352 whole entry, looked up): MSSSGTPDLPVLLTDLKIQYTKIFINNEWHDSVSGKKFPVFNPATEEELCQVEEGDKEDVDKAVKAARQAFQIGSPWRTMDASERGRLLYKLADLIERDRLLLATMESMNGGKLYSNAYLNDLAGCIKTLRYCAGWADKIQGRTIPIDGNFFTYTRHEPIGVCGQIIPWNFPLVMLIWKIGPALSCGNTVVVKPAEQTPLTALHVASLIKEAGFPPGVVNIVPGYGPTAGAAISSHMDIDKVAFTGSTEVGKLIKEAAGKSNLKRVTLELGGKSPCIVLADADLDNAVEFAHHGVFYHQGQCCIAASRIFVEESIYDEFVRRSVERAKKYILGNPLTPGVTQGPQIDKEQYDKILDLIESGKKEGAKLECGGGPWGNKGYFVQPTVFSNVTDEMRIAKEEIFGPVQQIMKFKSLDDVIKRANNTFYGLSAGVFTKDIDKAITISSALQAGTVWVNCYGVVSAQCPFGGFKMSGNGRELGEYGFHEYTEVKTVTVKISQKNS
Tau FP inhib: blocks human tau fibril formation measured by polarization | K18 P301L tau heparin fibrillization, Alexa594 FP, 6 h | AID 1468 | 280,000 compounds, 0.39% hits | Potency, µM (top dose mostly 57.7 µM), for the others: at the highest dose activity, negative = inhibition, actives largely listed as inhibitors; also: nearly all actives have a fitted effect of over 55% in size
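Human K18 P301L fragment (15 uM unlabeled plus 0.24 uM Alexa 594-labeled) in 100 mM sodium acetate pH 7 with compound, aggregation induced by 20 uM heparin for 6 hr at 37 C. ThT (30 uM) added for 1 hr, then Alexa 594 FP read.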
Numbers without * were called inactive; ? = inconclusive; . = no result given; [ ] = dose if it differs, or a comment. Unless noted, calls follow the shape of the dose curve; as a rule, active = well fitted curve in the direction sought with a large enough effect; inconclusive = small, poorly fitted or top-dose-only effect, or another doubt; inactive = no such curve, though single readings can be large; an effect the other way counts as inactive or inconclusive. Unless noted, % is scaled to controls: 0 for no effect and ±100 for the full control effect; potency is read from the fitted curve at half-maximal effect.

SMILES	TexasRed fluor	aGal spleen mod	TRb-SRC2 inh	Tau fibril ThT	Tau fluor counter	L3MBTL1 block	ALDH1A1 block	Tau FP inhib
CCC(=O)/C=C1/Sc2ccccc2N1CC	-3%	-1%	2%	?	-7%	-3%	3.5µM*	-4%
Cc1ccc(NC(=O)Cn2c(=O)c(C(F)(F)F)nc3ccccc32)c(C)c1	-1%	.	2%	10%	9%	.	.	-5%
COc1ccccc1CNC(=O)COC(=O)/C=C/c1cccs1	-3%	2%	-6%	-3%	-5%	3%	5%	0%
COc1ccc(OC)c(N2CC(O)=C(c3nc4ccccc4s3)C2=N)c1	-7%	-8%	-6%	-13%	-24%	0%	?	10%
C=CCn1cn[nH]c1=S	-1%	8%	2%	5%	6%	-2%[11.4 µM]	-4%	-2%
Cc1cccc(CN(CC(=O)N/N=C/c2cccs2)S(=O)(=O)c2ccc(Cl)cc2)c1	1%	-7%	-6%	-9%	?	-6%	1%	-17%
Cc1ccc(NC(=S)N2CCCC(CO)C2)c(C)c1 (stereo unspecified)	2%	-13%	-3%	-9%	-6%	-2%	12%	-10%
CCOC(=O)C(CC(C)C)CP(=O)(O)CNC(=O)OCc1ccccc1 (stereo unspecified)	2%	-1%	4%	2%	1%	3%	4%	3%
CCOc1cc(C)c(Cl)cc1S(=O)(=O)n1nnc2ccccc21	-9%	25%	1%	-17%	-27%	.	5%	-11%
COc1cccc(NC(=O)CC(C)S(=O)(=O)c2ccc3c(c2)NC(=O)CO3)c1 (stereo unspecified)	20µM*[quencher]	.	-11%	7%	6%	.	.	2%
Cc1ccc(NC(=O)c2ccccc2F)cc1S(=O)(=O)N1CCCCCC1	-1%	-6%	9%	-7%	-28%	9%	-4%	-8%
COc1ccc(C2C(C(C)=O)=C(C)N=c3s/c(=C/c4ccc5c(c4)OCO5)c(=O)n32)cc1 (stereo unspecified)	2%	3%	-19%	?	-14%	?	-10%	4%
COc1ccc2oc(=O)cc(CN3CCN(C(=O)c4ccccc4F)CC3)c2c1	0%	.	-9%	-1%	-1%	.	.	5%
Cc1ccc(-n2c(SCC(N)=O)nc3c(oc4ccccc43)c2=O)cc1	3%	.	-1%	-7%	-10%	.	.	-5%
O=C(O)C1CC(=O)N(CCOc2ccccc2)C1 (stereo unspecified)	-2%	1%	-1%	-2%	5%	7%	4%	8%
CCCC(C)C(=O)Nc1nc(C)c(-c2csc(Nc3cc(Cl)ccc3C)n2)s1 (stereo unspecified)	3%	6%	-4%	?	?	-4%	?	7%
Cc1ccc(C(=O)Nc2sc3c(c2C(=O)NCc2ccco2)CCCC3)cc1	-2%	-2%	-10%	-10%	-22%	.	?	3%
Cc1ccc2nc3c(cc(S(=O)(=O)c4ccccc4)c(=N)n3Cc3ccco3)c(=O)n2c1	-2%	8%	-2%	?	-19%	-14%	?	2%
Cc1ccc(C)c2c1cc(C)c1nnc(SCC(=O)c3cccs3)n12	-1%	0%	-5%	-11%	-7%	5%	?	4%
CS(=O)(=O)N1CCN(c2ccc([N+](=O)[O-])c(NCc3cccnc3)c2)CC1	0%	8%	-11%	19%	14%	5%	-8%	4%
CCN(CC)c1ccc(NC(=O)c2cccc(OC)c2)c(C)c1	2%	2%	2%	?	-8%	0%	-9%	13%
Cc1ccc(CNC(=O)CC2Oc3ccccc3NC2=O)cc1 (stereo unspecified)	-1%	.	-3%	-2%	-5%	.	.	-4%
CC(=O)NC(CCS(C)(=O)=O)C(=O)Nc1ccc2c(c1)OCO2 (stereo unspecified)	-4%	-2%	4%	-6%	4%	-3%	14%	-1%
O=C(O)C1(c2ccccc2)CCN(S(=O)(=O)c2ccc(Cl)s2)CC1	-7%	2%	-2%	5%	6%	21%	.	10%
CC(=O)NC1(C(F)(F)F)N=C2SCCN2C1=O (stereo unspecified)	-1%	7%	-1%	-4%	-6%	.	17%	-4%

A draw from above in order of SMILES length, low to high.
SMILES	TexasRed fluor	aGal spleen mod	TRb-SRC2 inh	Tau fibril ThT	Tau fluor counter	L3MBTL1 block	ALDH1A1 block	Tau FP inhib
Cc1ccc(NC(=S)N2CCCC(CO)C2)c(C)c1 (stereo unspecified)	2%	-13%	-3%	-9%	-6%	-2%	12%	-10%
CCN(CC)c1ccc(NC(=O)c2cccc(OC)c2)c(C)c1	2%	2%	2%	?	-8%	0%	-9%	13%
Cc1ccc(NC(=O)Cn2c(=O)c(C(F)(F)F)nc3ccccc32)c(C)c1	-1%	.	2%	10%	9%	.	.	-5%
COc1cccc(NC(=O)CC(C)S(=O)(=O)c2ccc3c(c2)NC(=O)CO3)c1 (stereo unspecified)	20µM*[quencher]	.	-11%	7%	6%	.	.	2%
Cc1cccc(CN(CC(=O)N/N=C/c2cccs2)S(=O)(=O)c2ccc(Cl)cc2)c1	1%	-7%	-6%	-9%	?	-6%	1%	-17%
COc1ccc(C2C(C(C)=O)=C(C)N=c3s/c(=C/c4ccc5c(c4)OCO5)c(=O)n32)cc1 (stereo unspecified)	2%	3%	-19%	?	-14%	?	-10%	4%

The list goes on:
SMILES	TexasRed fluor	aGal spleen mod	TRb-SRC2 inh	Tau fibril ThT	Tau fluor counter	L3MBTL1 block	ALDH1A1 block	Tau FP inhib
CCCN1CCN(CCCNC(=S)Nc2ccc(F)cc2)CC1	-1%	8%	4%	-1%	-5%	3%	2%	-8%
O=C(CCNC(=O)OCc1ccccc1)NC1CCCCC1	1%	5%	3%	1%	4%	8%	7%	7%
Cc1csc(SC(C)C(=O)NCC(=O)Nc2ccc(F)c(F)c2F)n1 (stereo unspecified)	-1%	8%	-2%	-3%	-9%	.	2%	2%
CS(=O)(=O)c1ccc(SCC(=O)NC2CCS(=O)(=O)C2)c([N+](=O)[O-])c1 (stereo unspecified)	0%	-1%	-3%	-1%	0%	11%	?	-6%
CC(=O)NC(CC(=O)Nc1cccc(S(=O)(=O)N2CCCCC2)c1)c1ccccc1 (stereo unspecified)	-3%	2%	2%	-1%	-18%	.	5%	-7%
O=C(Cn1nc(-c2ccccc2)c2cnc3ccccc3c21)Nc1ccccc1	0%	.	-2%	5%	-4%	.	.	-9%
CCCCc1nc(NCc2ccccc2)c(C#N)c2c1CCCC2	1%	-3%	2%	-12%	-3%	13%	?	-2%
Cc1ccc(NC(=S)Nc2ccc(S(=O)(=O)Nc3ncccn3)cc2)c(C)c1	-2%	-1%	-1%	-3%	0%	8%	12%	-3%
Cc1nc2ncnn2c(C)c1CCC(=O)NC(C)c1ccc2c(c1)OCCO2 (stereo unspecified)	-5%	3%	0%	-9%	-2%	-8%	1%	-14%
O=C(c1c(F)cccc1F)N1CCN=C1SCc1ccccc1	-1%	5%	-5%	.	?	.	.	-7%
O=C(O)C1CCCCC1C(=O)NCc1ccncc1 (stereo unspecified)	0%	-2%	-1%	7%	10%	1%	5%	2%
COc1ccc(CCNC(=O)c2nnn(-c3cccc(C)c3)c2N)cc1OC	-1%	-23%	1%	?	-11%	.	?	-2%
COc1ccc2c(c1)CCC/C2=N\OC(=O)c1ccccc1F	-2%	7%	4%	?	-18%	15%	-21%	-4%
Cc1ccc2[nH]c(CSc3nnc(NC(=O)COc4ccccc4)s3)cc(=O)c2c1	-3%	.	1%	-13%	-17%	.	.	?
COc1ccc(Oc2cc(C(F)(F)F)nc(N(C)C)n2)cc1	0%	8%	2%	?	-18%	52%[activator]	-9%	?
O=C1OC2(c3ccccc31)c1cc(I)c(O)c(I)c1Oc1c2cc(I)c(O)c1I	40µM*[fluorescent]	13%	?	.	.	3.2µM*	.	.
Cc1ccccc1OCCCC(=O)Nc1ccc(N2CCOCC2)cc1	-1%	12%	1%	?	-18%	-10%	?	8%
COc1ccc(S(=O)(=O)Nc2ccccc2C(F)(F)F)cc1	3%	-15%	-20%	-1%	6%	.	-5%	7%
CN(C)c1ccc(N/C(=N\S(=O)(=O)c2cccs2)c2ccccc2)cc1	1%	-1%	-4%	?	-29%	?	?	13%
CCc1c(C)sc(NC(=O)/C=C/c2ccc3c(c2)OCO3)c1C(=O)OC	5%	8%	7%	8%	4%	10%	-8%	-1%
NC1=NC(S)C2N=CN=C2N1 (stereo unspecified)	0%	-7%	-6%	.	.	.	?	.
COc1ccc(S(=O)(=O)N[C@H](C(=O)N2CC[C@@]3(O)CCCC[C@H]3C2)c2ccccc2)cc1	0%	2%	-2%	-6%	-5%	3%	13µM*	-5%
CCOc1ccc(N2C(=O)CC(NCCNc3ccc([N+](=O)[O-])cn3)C2=O)cc1 (stereo unspecified)	-7%	9%	1%	-16%	-10%	-4%	0.89µM*	4%
CCOc1ccc(S(=O)(=O)N(CC(=O)Nc2cccnc2)c2ccccc2)cc1	-2%	.	10%	-2%	-19%	.	.	-6%
CNc1oc(Cc2ccccc2)nc1S(=O)(=O)c1ccccc1	-2%	10%	5%	?	-9%	.	25µM*	?

Next section.
SMILES	TexasRed fluor	aGal spleen mod	TRb-SRC2 inh	Tau fibril ThT	Tau fluor counter	L3MBTL1 block	ALDH1A1 block	Tau FP inhib
COc1ccc(NC(=O)COc2ccc3oc(=O)cc(C)c3c2)cc1	-2%	4%	0%	?	-15%	10%	.	-5%
Cc1cc(NCc2ccc3c(c2)OCO3)n2nc(C)nc2n1	-2%	0%	6%	1%	6%	-6%	-3%	-1%
COc1ccc(-c2csc(NC(=S)NC(=O)c3ccco3)n2)cc1	-1%	6%	-5%	-3%	-2%	.	7%	?
Cc1ccc(CNC(=O)C2CNc3cc(C)ccc3O2)cc1 (stereo unspecified)	-4%	4%	-4%	-9%	-13%	-3%	-8%	8%
C#CCSc1nc2sc3c(c2c(=O)n1Cc1ccccc1)CCCC3	-15%	.	2%	-7%	-9%	.	.	-8%
CCCNS(=O)(=O)c1ccc(OCC(=O)N2CCN(c3ccccc3)CC2)cc1	0%	-2%	-10%	-15%	-17%	-3%	4%	6%
CCN(CC)c1ccc(S(=O)(=O)N(CC)CC)cc1NC(=O)c1cccnc1	-2%	5%	-6%	-4%	-6%	3%	?	2%
Cc1cc(C)c(C(=O)CSc2nc3ccccc3c(=O)[nH]2)cc1C	0%	4%	-3%	?	-9%	-17%	?	-3%

Compound activity as filed in PubChem.
